# Compound activity (PubChem)
# Peg3 imprint: qHTS Assay for Compounds that Induce Erasure of Genomic Imprints; mouse ES Peg3-LacZ reporter, beta-gal luminescence, 40 h; Potency, µM (top dose mostly 60.7 µM), without a hit: at the top dose activity change, positive = activation, hits mostly activators; 110,000 compounds, 0.02% hits; AID 1948, 2009;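 also: 0% = negative control wells on the plate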
#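 Imprint erasure is scored as LacZ activity from the silenced maternal Peg3 allele in feeder-free female ES cells cultured 40 h with LIF. Luminescence is normalized to in-plate negative controls and fitted to the Hill equation.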
# p53ts 39C kill: qHTS Screen for Compounds that Selectively Target Cancer Cells with p53 Mutations: Cytotoxicity of p53ts Cells at the Nonpermissive Temperature. 130,000 compounds, 1.5% hits. H1299-p53A138V viability at 39C, ATP luminescence, 24 h. Potency, µM (top dose mostly 46.1 µM), inactives show top-dose activity change, negative = cell killing, hits mostly cytotoxic. AID 902, 2007; also: nearly all actives have a fitted effect of over 55% in size
# IkB sig inh: IkB Signaling; AID 445, 2006; 110,000 compounds, 0.04% hits; Potency, µM (series often up to 57.1 µM), inactives show at the top dose IkBa stabilization activation; ABC-DLBCL IkBa-CBG/CBR dual luciferase ratio, 4 h; response scale: scaled: untreated 0%, proteasome inhibitor 100%; active = well fitted curve in the direction sought with a large enough effect in the signal ratio, not every such curve was filed as active; inconclusive = small, poorly fitted or top-dose-only effect, or a change in a side signal; the % refers to the signal ratio;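 also: the direction sought is a rising ratio; 0% = basal untreated cells and 100% = reference inhibitor full response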
#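 In this assay, an IκBα–CBG68 fusion accumulates when IKK-driven degradation is blocked; native CBR normalizes for cell number. OCI-Ly3 cells were treated 4 h with compound and doxycycline, then green and red light read after Chroma-Glo addition.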
# p53ts 32C kill: qHTS Screen for Compounds that Selectively Target Cancer Cells with p53 Mutations: Cytotoxicity of p53ts Cells at the Permissive Temperature; 130,000 compounds, 0.93% hits; AID 924, 2007; H1299-p53A138V at 32C, ATP luminescence viability, 24 h; Potency, µM (series often up to 46.1 µM), inactives show at the top dose activity change, negative = cytotoxicity, most hits filed as cytotoxic;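 also: 0% = DMSO and -100% = full killing by reference compound; nearly all actives have a fitted effect of over 55% in size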
#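 Viability by ATPlite luminescence after 24 h compound treatment (up to 46 uM) at the permissive 32C. Cells are H1299 carrying p53 A138V. Scale runs from DMSO basal to 100 uM tamoxifen as full kill; AC50 from Hill fits.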
# Starred values were filed as active, the others as inactive; ? = inconclusive; · = no result given; [ ] = another dose, or the depositor's remark. Unless noted, calls follow the shape of the dose curve; as a rule, active = well fitted curve in the direction sought with a large enough effect; inconclusive = small, poorly fitted or top-dose-only effect, or another doubt; inactive = no such curve, though single readings can be large; an effect the other way counts as inactive or inconclusive. Unless noted, % is scaled to controls: 0 for no effect and ±100 for the full control effect; potency is read from the fitted curve at half-maximal effect.
# The opening 2 entries as a preview:
SMILES,Peg3 imprint,p53ts 39C kill,IkB sig inh,p53ts 32C kill
O=C(Nc1nc2n(n1)C(c1ccc(Cl)cc1)C=C(c1ccccc1)N2)c1ccco1 (configuration not stated),-9%[10.9 µM],7%,?,7%
Cc1cccc(-n2nnnc2S(C)(=O)=O)c1,-38%[inhibitor][10.9 µM],?,0.3%,?

# The whole of this part, from the start:
SMILES,Peg3 imprint,p53ts 39C kill,IkB sig inh,p53ts 32C kill
O=C(Nc1nc2n(n1)C(c1ccc(Cl)cc1)C=C(c1ccccc1)N2)c1ccco1 (configuration not stated),-9%[10.9 µM],7%,?,7%
Cc1cccc(-n2nnnc2S(C)(=O)=O)c1,-38%[inhibitor][10.9 µM],?,0.3%,?
Cc1ccc(C)c(N2CCN(S(=O)(=O)c3c(C)noc3/C=C/N(C)C)CC2)c1,2%,-16%,3.2%,2%
COC(=O)c1ccc(Cl)cc1NC(=O)Nc1nnc(N(C)Cc2ccccc2)s1,-20%[10.9 µM],-29%,-0.9%,-20%
COCC(=O)n1cc(C(=O)OC)c2ccccc21,·,9%,·,-8%
O=C1O[C@H](CN2CCOCC2)CN1/N=C\c1ccc([N+](=O)[O-])o1,-18%[16.8 µM],7%[20.6 µM],1.0%[25.6 µM],10%[20.6 µM]
CCCCNC(=O)C(c1ccc(OCC(=O)OC)c(C(=O)OC)c1)N(CCOC)C(=O)CCCCCN1C(=O)NC(c2ccc(-c3ccccc3)cc2)C(C(=O)OCc2ccccc2)=C1C (configuration not stated),-17%,24%,·,-27%
COC(=O)/C=c1/sc2n(c1=O)CCN=2,-12%,1%,9.2%,4%
COC(=O)c1ccc(NC(=O)CC2C(=O)N(c3cccc(OC)c3)C(=O)N2Cc2cccc(OC)c2)cc1 (configuration not stated),-7%[10.9 µM],4%,?,1%
NC(=O)C[C@H](NC(=O)Cc1ccc(O)cc1O)C(=O)O,0%,-10%,0.5%,-1%
Cc1cc(C(=O)CSc2n[nH]c(N)n2)c(C)n1-c1cccc(F)c1,-8%,-19%,0.1%,-22%
Cc1cccc(CS(=O)(=O)Cc2ccc(C(=O)NCc3ccc(Cl)cc3)o2)c1,-11%[10.9 µM],-12%,0.5%,-8%
Cc1cc(C)nc(/N=C2\NC(=O)CC(C(=O)O)N2c2ccc(Cl)cc2)n1 (configuration not stated),2%,13%,-1.5%,13%
Oc1c(C(c2ccccc2Cl)N2CCOCC2)sc2nc(-c3ccco3)nn12 (configuration not stated),?,-14%,6.0%,5%
FC(F)Oc1ccc(/C=N/c2c(-c3ccc(OC(F)F)cc3)nc3n2CCS3)cc1,·,15%,·,7%
CC(C)Oc1nc(-c2ccccc2O)nc2ccccc12,7%,-14%,-1.6%,7%
COc1ccc(NC(=O)C2(S(=O)(=O)c3ccc(C)cc3)CC2)c(OC)c1,-7%[10.9 µM],5%,0.8%,15%
O=S(=O)(c1ccccc1)c1nc(-c2cccs2)oc1NCCCn1ccnc1,-25%,9%,0.7%,0%
CC(C)(C)OC(=O)N1CCC(N2CCN(Cc3ccccc3)C(=O)C2=O)CC1,-5%[10.9 µM],7%,1.2%,2%
CC(=O)c1c(C)nn(C(=O)N2CCOCC2)c1C,4%,2%,-0.8%,9%
Cc1ccccc1-n1c(=O)cc(NCc2ccc3c(c2)OCO3)[nH]c1=O,-13%,-3%,-0.6%,-4%
Cn1cccc1C(=O)N1CCC2(CC1)CCN(c1ccncc1)CC2,·,6%,1.4%[11.4 µM],7%
COc1ccccc1N1CCN(S(=O)(=O)c2ccc(-c3cc(C(F)(F)F)on3)s2)CC1,-6%[10.9 µM],9%,-0.1%,-1%
COc1ccc(NC(=O)CN2CCC3(O)CCCCC3C2c2cc(OC)ccc2OC)cc1 (configuration not stated),-13%,1%,1.0%,-5%
CC1=C2[C@@H]([C@H](C)CC[C@H]2/C=C(\C)C(=O)O)[C@H](O)C1,0%,2%,-1.0%,3%[1.84 µM]

# The list goes on; the last six above are carried over.
SMILES,Peg3 imprint,p53ts 39C kill,IkB sig inh,p53ts 32C kill
CC(=O)c1c(C)nn(C(=O)N2CCOCC2)c1C,4%,2%,-0.8%,9%
Cc1ccccc1-n1c(=O)cc(NCc2ccc3c(c2)OCO3)[nH]c1=O,-13%,-3%,-0.6%,-4%
Cn1cccc1C(=O)N1CCC2(CC1)CCN(c1ccncc1)CC2,·,6%,1.4%[11.4 µM],7%
COc1ccccc1N1CCN(S(=O)(=O)c2ccc(-c3cc(C(F)(F)F)on3)s2)CC1,-6%[10.9 µM],9%,-0.1%,-1%
COc1ccc(NC(=O)CN2CCC3(O)CCCCC3C2c2cc(OC)ccc2OC)cc1 (configuration not stated),-13%,1%,1.0%,-5%
CC1=C2[C@@H]([C@H](C)CC[C@H]2/C=C(\C)C(=O)O)[C@H](O)C1,0%,2%,-1.0%,3%[1.84 µM]
Cc1nn(-c2ccc3nnc(Br)n3n2)c(C)c1Br,-22%,-14%,1.6%,-10%
CS(=O)(=O)N1CCC2(CCCN(Cc3ccccc3)C2)CC1,·,-4%,1.1%[11.4 µM],-8%
Clc1ccc(C2CC(c3cccs3)n3ncnc3N2)cc1Cl (configuration not stated),-6%,-4%,2.8%,6%
CSc1cccc(NC(=O)C2CCCN(S(=O)(=O)c3cnc[nH]3)C2)c1 (configuration not stated),-10%,1%,1.5%,1%
N#C/C(=C/c1ccccc1Cl)c1nc(-c2cc3ccccc3oc2=O)cs1,-10%[10.9 µM],11%,3.5%,10%
N#Cc1cccc(-c2nc3cnc(N4CCOCC4)nc3n(C[C@H]3CCCO3)c2=O)c1,-2%,-2%,0.8%[11.4 µM],-2%
CCOc1ccc(C(c2nnnn2Cc2ccccc2)N2CCN(C(=O)c3ccco3)CC2)cc1 (configuration not stated),-9%,-1%,0.5%,-6%
O=C(CS(=O)(=O)c1cccc2nsnc12)NCc1ccc(Cl)cc1,-7%[10.9 µM],3%,1.5%,0%
COc1cccc2c1Oc1ncccc1N(C(=O)CCC(=O)NC(C)C)C2,4%[10.9 µM],8%,-0.5%,0%
O=C(CSc1nccn1Cc1ccco1)Nc1cc(C(F)(F)F)ccc1Cl,-2%[10.9 µM],-21%,?,-2%
CC(=O)Nc1cc(-c2nc3cc(Cl)ccc3o2)ccc1C,-11%[10.9 µM],-11%,?,-2%
Cc1ccccc1CS(=O)(=O)CCC(=O)NCCN1CCN(c2cccc(Cl)c2)CC1,-15%,4%,2.7%,-12%
COc1ccc(N(Cc2cccs2)C(=O)c2ccccc2C)cc1,3%[10.9 µM],9%,?,-14%
CC(CNC(=O)c1ccc(Nc2nc3ccccc3n3nnnc23)cc1)c1ccccc1 (configuration not stated),-6%[10.9 µM],-15%,?,-11%
c1ccc(OCCOc2ncnc3ccccc23)cc1,-47%[inhibitor],-12%,1.1%,-11%
CCc1ccccc1NC(=O)c1cnn(-c2ccc(F)cc2)c1C1CCNCC1,-10%[10.9 µM],-16%,?,-2%
COc1ccc(OC)c(-c2cc(C(=O)NCCc3ccccc3)c3c(-c4ccc(C)cc4)[nH]nc3n2)c1,-7%[10.9 µM],-18%,1.6%,0%
COc1ccc(/C=C/C(=O)c2ccccc2O)cc1,·,-2%[9.22 µM],·,0%[9.22 µM]
C/C(N)=C(/C#N)C(=O)CSc1nnc(Nc2cccc(C)c2C)s1,-18%,-6%,0.6%,-1%
CCS(=O)(=O)/N=C(\N)c1ccccc1,-4%,2%,0.5%,1%
Cc1ccc(NC(=O)CN(C)C(=O)c2ccc(Cl)c([N+](=O)[O-])c2)cc1,·,9%,·,-15%
C=CCn1c(SCC(=O)Nc2ccc(C(=O)OCC)cc2)nnc1-c1cccs1,-13%,12%,2.7%,-9%
COC(=O)c1ccc(Cn2cnc3c(cnn3-c3ccc(Cl)cc3)c2=O)o1,-11%,-21%,2.2%,-11%
CCc1ccc(-c2nn(CC(=O)NCc3ccccc3)c3c2cnc2ccc(C)cc23)cc1,-13%[10.9 µM],-9%,-0.8%,-5%
Cc1nn(-c2cc(N3CCOCC3)ccc2N)c(=O)c2ccccc12,1%,13%,-3.9%,2%
# Carrying on:
SMILES,Peg3 imprint,p53ts 39C kill,IkB sig inh,p53ts 32C kill
O=C(Nc1ccc(S(=O)(=O)NC2CCCCC2)cc1)c1ccc(Br)o1,2%,-19%,?,-3%
CN(C)C(=O)CSc1nnc2sc3ccccc3n12,6%,-5%,1.8%,2%
CC1COC2C(O1)N(S(C)(=O)=O)CCN2S(C)(=O)=O (configuration not stated),8%,14%,2.6%,11%
Cn1c2ccccc2c2ncn(Cc3ccco3)c(=O)c21,-12%,-9%,4.0%,5%
CC(=O)c1c(C)[nH]c(C(=O)N2CCc3ccccc32)c1C,-12%,10%,0.1%,67%[activator]
CCOC(=O)Cn1c(=O)oc2cc(S(=O)(=O)N3CCCc4ccccc43)ccc21,-15%,7%,21%,-6%
CCCn1c(SCC(=O)Nc2c(C)cccc2C)nnc1C(C)C,0%,6%,-0.4%,-6%
COc1ccccc1N1CCN(C(=O)C2CCN(S(=O)(=O)c3cccs3)CC2)CC1,15%[10.9 µM],-7%,-1.2%,2%
Cc1cccc(CNc2ncncc2-c2ccccc2C(F)(F)F)c1,-20%,11%,0.2%[11.4 µM],8%
CC(C)C[C@H](NC(=O)OC(C)(C)C)c1nnc(SCc2cccc(F)c2)o1,-9%,13%,10%,21%
COc1ccc(C2/C(=C(\O)c3ccc(OC)c(Cl)c3)C(=O)C(=O)N2CCN(C)C)cc1 (configuration not stated),-17%,-8%,-0.1%,-7%
CCc1nn(CC(=O)NCCCN(CC(C)C)CC(C)C)c(=O)c2cc3sc(C)cc3n12,?,6%,-0.3%,10%
OC(c1ccccn1)c1c[nH]c2ccccc12 (configuration not stated),-1%,11%,3.2%,3%
O=C(Cn1nc2c(cc1=O)CCCC2)NCc1ccc(Cl)cc1,5%[10.9 µM],-29%,0.0%,2%
COCCN1C(=O)c2ccc(C(=O)Nc3nccs3)cc2C1=O,3%,-7%,-0.4%,-3%
O=S(=O)(NCCOC12CC3CC(CC(C3)C1)C2)c1cccc2nsnc12,-18%,0%,?,0%
O=C(CCn1nc(-c2ccccc2)c2ccccc2c1=O)Nc1ccccc1,-1%[10.9 µM],-9%,6.2%,3%
CCCCN(CCCC)CCNC(=O)CN1C(=O)CSc2ccc(S(=O)(=O)N3CCCCC3)cc21,-24%[10.9 µM],-28%,1.3%,-4%
CN1CCN(c2ccc(C(=O)c3ccc(F)cc3)cc2)CC1,-42%[inhibitor],?,-0.4%,?
CCOC(=O)N1CCN(C(=O)Cc2ccc(C)cc2)CC1,10%,12%,0.5%,5%
CC1(C)C(=O)NCCN1C(=O)CSc1nccc(-c2ccc(Br)cc2)n1,-14%,-18%,-0.1%,-9%
CCOc1ccc(S(=O)(=O)NCC(c2ccc(N(C)C)cc2)N2CCc3ccccc32)cc1 (configuration not stated),-12%[10.9 µM],-24%,4.0%,-1%
O=S(=O)(Nc1ccc(N2CCCCC2)cc1)c1cccs1,-10%,-7%,-0.3%,7%
COc1ccc(C(C)(C)C)cc1NC(=O)C1CC=CCC1C(=O)O (configuration not stated),-2%,1%,1.5%,12%
O=C(O)Cc1sc(Nc2ccccc2Cl)nc1-c1ccccc1,-5%[10.9 µM],?,3.6%,?
# (more compounds)
SMILES,Peg3 imprint,p53ts 39C kill,IkB sig inh,p53ts 32C kill
O=C(NCCSCc1ccccc1)c1cc(S(=O)(=O)N2CCOCC2)ccc1F,-2%,-6%,3.5%,-5%
Cc1ccc(C2/C(=C(\O)c3c(C)nc4ccccn34)C(=O)C(=O)N2CCCN2CCOCC2)o1 (configuration not stated),-7%,-1%,-2.2%,-5%
O=C(OCCN1C(=O)c2ccccc2C1=O)c1cc2ccccc2o1,·,-3%,·,-3%
CC1CCc2nc3ncn(Cc4ccccc4F)c(=O)c3cc2C1 (configuration not stated),?,-28%,1.1%,-9%
N#CCc1nc(CSc2nc3ccccc3s2)cs1,-23%,-3%,0.5%,1%
CCOC(=O)CSc1nnc(NC(=O)c2cccc(S(=O)(=O)N3CCCCC3)c2)s1,1%,6%,0.4%,-4%
CCC(C)N(C(=O)Cn1nnc2ccccc21)C(C(=O)NCc1ccco1)c1cccc(OC)c1 (configuration not stated),-4%,10%,0.9%,0%
O=C(CSc1n[nH]c(-c2ccco2)n1)Nc1sc2c(c1C(=O)Nc1ccccc1)CCCC2,15%,-13%,?,1%
